KB-3-1 tox = KB-3-1 parental cell cytotoxicity | KB-3-1 viability, CellTiter-Glo ATP luminescence, 72 h | Potency, µM (series often up to 46.1 µM), inactives show at the highest dose activity change, negative = cytotoxic, hits mostly cytotoxic | hit rate 1.4% among 400,000 | AID 1347075; also: potency is read from the fitted curve at half-maximal effect; % is scaled to controls: 0 for no effect and ±100 for the full control effect; nearly all actives have a fitted effect of over 60% in size
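Parental KB-3-1 viability, qHTS format: 72 h compound exposure, 37 °C; CellTiter-Glo; media-only wells and DMSO plates as controls; concentration-effect fits on corrected data.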
KB-V1 MDR tox = KB-V1 MDR subline cytotoxicity | KB-V1 MDR cells viability, CellTiter-Glo, 72 h | hit rate 3.4% among 400,000 | AID 1347076 | Potency, µM (highest dose often 46.1 µM), for the others: at the highest dose activity change, negative = cytotoxicity, hits mostly cytotoxic; also: potency is read from the fitted curve at half-maximal effect; % is scaled to controls: 0 for no effect and ±100 for the full control effect; nearly all actives have a fitted effect of over 60% in size
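In this primary screen, KB-V1 cells overexpressing P-gp are incubated with library compounds (lowest to highest concentration) for 72 h at 37 degrees C before a luminescent ATP viability read.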
MCF10A rereplic = induces DNA re-replication in MCF 10a normal breast cells. AID 624296. hit rate 2.9% among 350,000. Potency, µM (series often up to 46.1 µM), for the others: at the top dose activity, positive = re-replication, actives largely listed as activators. MCF 10A DNA re-replication, Hoechst nuclear intensity, 48 h; also: potency is read from the fitted curve at half-maximal effect; % of control where 0% means no effect; nearly all actives have a fitted effect of over 50% in size
ATXN viability = viability counter-screen for ATXN expression inhibitors | S2 cells (HEK-293 line with an ATXN2-luciferase reporter) viability, CellTiter-Fluor protease fluorescence, 24 h | Potency, µM (series often up to 56.7 µM), most hits filed as cytotoxic | hit rate 0.49% among 400,000 | AID 651635; also: potency is read from the fitted curve at half-maximal effect; nearly all actives have a fitted effect of over 40% in size
HT1080 IDH1KD tx = toxicity to HT-1080 IDH1 knockdown cells (counter line); HT-1080 IDH1 knockdown viability, ATP luminescence, 48 h; AID 686971; hit rate 2% among 360,000; Potency, µM (doses to about 46.1 µM), for inactives: at the top dose activity, negative = toxicity, usual class: cytotoxic;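 also: potency is read from the fitted curve at half-maximal effect; 0% = DMSO wells and -100% = cell-free medium wells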
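Luminescent ATP read-out (CellTiter-Glo, 10 min at room temperature) after 48 h compound exposure at 37 °C gave viability of IDH1-knockdown HT-1080 cells. Activity was normalised to DMSO and cell-free wells, then fitted as concentration-response curves.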
IL1B secr inh = blocks inflammasome-driven IL-1 beta release. hit rate 4.7% among 360,000. THP-1 LPS/ATP IL-1B secretion, AlphaLISA, 16 h; hits give low values. activity change, % at 57.5 µM; in the data active = activity change below about -50%; inconclusive = mostly about -30% to -49%; also: % is scaled to controls: 0 for no effect and ±100 for the full control effect
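THP-1 cells pretreated 1 hr with compounds (up to 57.5 uM final), then stimulated with LPS (250 ng/mL final) plus ATP (1.25 mM final); secreted IL-1B measured by AlphaLISA after 16 hr, decreased signal indicating inhibition.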
SW480 rerep = DNA re-replication induction in SW480 cells | Potency, µM (doses to about 46.1 µM), for the others: at the highest dose re-replication activation, most hits filed as activators | AID 624297 | hit rate 1.8% among 340,000 | SW480 DNA re-replication, Hoechst DNA content imaging, 48 h; also: potency is read from the fitted curve at half-maximal effect; % of control where 0% means no effect; nearly all actives have a fitted effect of over 55% in size
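Treated cells incubate 48 hr (37 C, 5% CO2), are stained 40 min with Hoechst, and nuclear fluorescence is enumerated; a rise in nuclei with high DNA signal marks re-replication.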
HT1080NT lethal = kills 2HG-producing HT-1080-NT fibrosarcoma cells; HT-1080-NT fibrosarcoma viability, CellTiter-Glo ATP luminescence, 48 h; Potency, µM (doses to about 46.1 µM), for the others: at the highest dose activity, negative = less viability, most hits filed as cytotoxic; hit rate 1.6% among 360,000; AID 686970;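 also: NT is the 2HG producing partner of a matched IDH1 knockdown line; potency is read from the fitted curve at half-maximal effect; 0% = DMSO-treated cells and -100% = media-only wells without cells; nearly all actives have a fitted effect of over 55% in size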
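750 cells/well, RPMI + 5% FBS; 2 h settle, compound pin-transfer, 48 h at 37 degrees C. CellTiter-Glo 10 min RT, luminescence. Normalized to DMSO and media-only wells.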
ATXN2 expr inh = reduces ATXN2 reporter expression in HEK-293 cells; HEK-293 ATXN2-luciferase reporter, luminescence, 24 h; Potency, µM (titrated, usually from 57 µM), for inactives: top-dose activity change, negative = inhibition, usual class: inhibitors; hit rate 0.72% among 360,000; AID 1745845; also: potency is read from the fitted curve at half-maximal effect; % is scaled to controls: 0 for no effect and ±100 for the full control effect; nearly all actives have a fitted effect of over 55% in size
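qHTS (up to 57 uM final) was run with 24 h compound exposure of reporter cells at 37 °C. Each well was multiplexed: SteadyGlo luminescence measured ATXN2-luciferase expression after a fluorogenic Gly-Phe-AFC viability readout (25 uM final).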
The depositor's hits bear a star; i = inactive; ? = inconclusive; . = not tested or not shown; & = joins results of further samples; [ ] = another dose, or the depositor's remark. Unless noted, calls follow the shape of the dose curve; as a rule, active = well fitted curve in the direction sought with a large enough effect; inconclusive = small, poorly fitted or top-dose-only effect, or another doubt; inactive = no such curve, though single readings can be large; an effect the other way counts as inactive or inconclusive.

SMILES | KB-3-1 tox | KB-V1 MDR tox | MCF10A rereplic | ATXN viability | HT1080 IDH1KD tx | IL1B secr inh | SW480 rerep | HT1080NT lethal | ATXN2 expr inh
O=[N+]([O-])c1ccc(Cl)c(-c2ccc(/C=N/c3c(-c4ccco4)nc4ccccn34)o2)c1 | -10% | 14% | -1% | ? | -1% | 2 | -3% | 0% | 5%
CN1CCN(C(=S)NC(=O)c2ccc(-c3ccccc3)cc2)CC1 | 0% | 10% | 0% | i | -3% | -28 | ? | 1% | 11%
O=C(Nc1ccc(Br)cc1)c1ccc2c(c1)OCO2 | -4% | 0% | 15% | i | -2% | ? | ? | -16% | 20%
Cc1ccn2cc(CCNS(=O)(=O)c3ccc4c(c3)OCCO4)nc2c1 | -16% | 11% | -6% | i | 0% | -20 | -5% | 2% | -8%
Cc1cc(C)c(S(=O)(=O)N2CCC(C(=O)OCc3c(C)noc3C)CC2)c(C)c1 | 4% | 16% | 10% | i | 10% | 37 | -9% | -3%[9.24 µM] | -7%
CCC(=O)Nc1c(C(=O)Nc2ccc3c(c2)OCCO3)oc2ccccc12 | ? | ? | -1% | i | -4% | -12 | -2% | -19% | 57%[activator]
CCCCNC(=S)Nc1ccc(SC(F)F)cc1 | -6% | ? | -1% | i | ? | -105* | 11% | ? | 1%
COc1cc(OC)c(OC)cc1/C=C1\Oc2cc(OS(C)(=O)=O)ccc2C1=O | 10% | -13% | 3% | i | ? | 4 | -6% | 23% | -9%
COC(=O)C[C@H]1C[C@@H]2c3cc(NC(=O)CN(C)C)ccc3O[C@@H]2[C@H](CO)O1 | 1% | 14% | . | i | -8% | 22 | . | -4% | 1%
Cc1ccc(S(=O)(=O)Nc2cccc3ncccc23)s1 | 5.8µM* | ? | 4.6µM* | ? | ? | -112* | ? | ? | ?
CCOC(=O)C1(C)CCN1C(=O)c1ccc(Cl)nc1 (stereo unspecified) | 0% | 5% | . | i | 17% | -1 | . | 26% | 1%
Cc1ccc(/C=N/NC(=O)c2ccc3nc[nH]c3c2)s1 | -4% | 0% | 1% | ? | 5% | -11 | ? | 8% | 2%
O=C(COc1ccc2ccccc2c1)NCC(=O)N/N=C/c1ccco1 | -8% | -24% | -3% | i | ? | -9 | 3% | -11% | -8%
Cc1cc(Cl)ccc1OCC(=O)N/N=C1\CC2C=CCC12 (stereo unspecified) | 4% | 5% | -1% | i | 0% | -8 | -8% | -6% | 14%
COc1ccc(CCNC(=O)Cn2nnc(-c3ccc(N4CCOCC4)cc3)n2)cc1OC | 8% | ? | 1% | i | -3% | -9 | -5% | 5% | 16%
Cn1ncc(Cl)c1C(=O)Nc1nnc(C2CC2)s1 | 5% | ? | -3% | i | 9% | 20 | -11% | ? | 1%
COc1ccc(N2CCN(S(=O)(=O)c3ccc(C4CCCCC4)cc3)CC2)cc1 | 5% | -7% | . | i | . | . | . | . | 10%
O=C(NNS(=O)(=O)c1ccc(CCCl)cc1)C(O)(c1ccccc1)c1ccccc1 | 0% | 16µM* | -7% | i | 8% | -1 | -7% | -1% | 1%
C=C1c2ccccc2NC(=O)N1c1ccc(OC)cc1 | 3% | 15% | 8% | ? | -16% | 10 | 0% | 2% | .
CCCCNC(=O)c1nc2ncc(Br)cn2n1 | -1% | -13% | ? | i | -5% | -8 | -5% | 12% | 11%
CCn1nnc(-c2ccccc2NC(=O)c2cc(OC)c(OC)c(OC)c2)n1 | -19% | 4% | ? | i | 6% | 8 | 15µM* | -13% | -23%
CCCCCCC1CC(CSC(=N)N)OC1=O (stereo unspecified) | 21% | 5% | ? | ? | 9%[9.24 µM] | -83* | -7% | -4% | 0%
COc1ccc(N2CCN(C(=O)CCNS(=O)(=O)c3cc(Br)cnc3N)CC2)cc1 | -2% | 1% | 2% | i | -7% | -3 | -37%[inhibitor] | 0% | .
COc1ccc(C2(CNC(=O)C(=O)Nc3ccc(F)cc3)CCCC2)cc1OC | ? | 17% | . | i | . | . | . | . | 14%
Cc1[nH]c2ccccc2c1/C=N/NC(=O)CNC(=O)Cc1ccccc1 | 13% | 3% | 12% | i | -5% | 11 | -8% | -6% | 11%
SMILES | KB-3-1 tox | KB-V1 MDR tox | MCF10A rereplic | ATXN viability | HT1080 IDH1KD tx | IL1B secr inh | SW480 rerep | HT1080NT lethal | ATXN2 expr inh
COC(=O)C1=C(C(=O)c2ccccc2)C(c2cccs2)n2nnnc2N1 (stereo unspecified) | -3% | 26% | 0% | i | 9% | 11 | -14% | 15% | 15%
COc1ccc(CCNC(=O)c2cn(C)c3ccc(S(=O)(=O)N(C)C4CCCCC4)cc3c2=O)cc1OC | 6% | 7% | . | i | . | . | . | . | 3%
COc1ccc(S(=O)(=O)N2CCOCC2)cc1NC(=O)COC(=O)c1oc2ccccc2c1C | 0% | ? | 15% | . | -1% | -17 | -7% | -16% | .
O=C(O)CN1CCCCC1 | 1% | 5% | -4% | i | 28% | 12 | 0% | 9% | 10%
Cc1cccc(-c2nnc(-c3cccc(NC(=O)Cc4cccs4)c3)o2)c1 | -28% | 21µM* | ? | i | ? | ? | ? | ? | 48%[activator]
Cc1ccc(-c2n[nH]c(=S)n2/N=C/c2ccc(C)o2)cc1 | 13% | -13% | -8% | i | -10% | 3 | -4% | 3% | 2%
COC(=O)COc1ccc(C(C2C(=O)CC(C)(C)CC2=O)C2C(=O)CC(C)(C)CC2=O)cc1 | 13% | -1% | -3% | i | 3% | 10 | 4% | 0% | 9%
C/C(=N\NC(=O)c1ccccc1-n1cccc1)c1ccccn1 | 10µM* | -12% | . | 2.8µM* | ? | 112 | . | ? | .
Oc1ccc(Br)cc1CNc1cnc2ccccc2c1 | 6% | ? | 0% | i | -17% | -2 | 17% | -13% | .
COc1ccc(C(=O)OCC(=O)N2C(C)CCCC2C)cc1S(=O)(=O)N1CCOCC1 (stereo unspecified) | -15% | 0% | 23% | i | -5% | 17 | ? | -3% | -17%
Fc1ccc(-c2nnc(-c3ccc(Cl)cc3)o2)cc1 | 10% | ? | -6% | i | -12% | -4 | -5% | 18% | 20%
O=C(Nc1ccc(S(=O)(=O)Nc2nccs2)cc1)c1ccncc1 | 13% | 2% | . | i | 8% | 34 | . | 14% | 2%
O=C(NCCc1ccc(Cl)cc1)c1cc2c(s1)-c1ccccc1OC2 | 15% | ? | . | i | . | . | . | . | -24%
CCOC(=O)C(NC(C)=O)(Nc1ccc(F)cc1)C(F)(F)F (stereo unspecified) | -11% | -15% | -3% | i | -1% | 7 | 1% | 1% | -6%
Cc1ccc(OC(=O)c2sc(Cl)nc2C)cc1C | 22% | 1% | 12% | i | -2% | 6 | 26% | 1% | -5%
CCCOCC1CC2(CC(C)(c3csc(N)n3)OC2=O)C(=O)O1 (stereo unspecified) | 5% | 14% | 17% | i | 10% | 8 | -3% | 7% | -3%
O=C(Nc1cccc(F)c1)c1ccccc1 | 13% | 5% | -3% | i | 3% | -12 | -5% | -2% | 40%[activator]
Cc1c(C(c2ccc(C(=O)O)cc2)c2c(C)n(C)n(-c3ccccc3)c2=O)c(=O)n(-c2ccccc2)n1C | 9% | -14% | -20% | i | 16% | 14 | -3% | 9% | -11%
CC(=O)Nc1ccccc1-c1nn[nH]n1 | 18% | 23% | -4% | ? | 1% | 31 | -7% | 9% | 2%
Cc1ccccc1CNS(=O)(=O)c1csc(C(N)=O)c1 | 2%&2% | -9%&3% | -5% | i | 0% | -7 | 1% | 0% | 5%
Brc1ccc2[nH]c3c(c2c1)CCC3 | ? | 18% | -1% | ? | -21% | -21 | 14% | -13% | 74%[activator]
Cc1ccc(NC(=O)c2ccc(NCCCN3CCC(C)CC3)c([N+](=O)[O-])c2)cc1F | -2% | -10% | 19% | i | ? | ? | ? | ? | -1%
CC(C)(C#N)N([O-])C=C[N+](=O)C(C)(C)C#N | -5% | 1% | -5% | i | 6% | 9 | -3% | 0% | -4%
O=C(NCc1nc2ccccc2[nH]1)c1cccc(Cl)c1 | 7% | 6% | . | i | . | . | . | . | 7%
COc1cccc(NC(=O)CN(C)C(=O)c2cc(C3CC3)nn2-c2ccccc2)c1 | 0% | 14% | 10% | i | -3% | 5 | ? | 0% | -16%
CN(C)CCN(Cc1ccco1)C(=O)c1oc2ccccc2c1NC(=O)c1ccccc1 | -28% | -10% | . | i | . | . | . | . | ?
CCCCn1c(=O)c(Cc2ccccc2)c(O)c2ccccc21 | 0% | ? | 5% | i | 22% | 8 | -3% | 4% | 27%
O=C(COC(=O)C1CCN(c2ccc(C(F)(F)F)cn2)CC1)Nc1ccc(F)cc1[N+](=O)[O-] | 12% | 22% | -24% | i | 7% | 34 | -20% | 9% | 4%

Full records, quoted from the list. Screens in order: KB-3-1 tox | KB-V1 MDR tox | MCF10A rereplic | ATXN viability | HT1080 IDH1KD tx | IL1B secr inh | SW480 rerep | HT1080NT lethal | ATXN2 expr inh
COC(=O)C1=C(C(=O)c2ccccc2)C(c2cccs2)n2nnnc2N1 (stereo unspecified) in the list: -3% | 26% | 0% | i | 9% | 11 | -14% | 15% | 15%
CC(=O)Nc1ccccc1-c1nn[nH]n1 in the list: 18% | 23% | -4% | ? | 1% | 31 | -7% | 9% | 2%
CCCOCC1CC2(CC(C)(c3csc(N)n3)OC2=O)C(=O)O1 (stereo unspecified) in the list: 5% | 14% | 17% | i | 10% | 8 | -3% | 7% | -3%
CCCCNC(=S)Nc1ccc(SC(F)F)cc1 in the list: -6% | ? | -1% | i | ? | -105* | 11% | ? | 1%
CCCCNC(=O)c1nc2ncc(Br)cn2n1 in the list: -1% | -13% | ? | i | -5% | -8 | -5% | 12% | 11%
